# ARNT-TACC3 inh: disrupts binding between human ARNT and TACC3 | Q9Y6A5 | AlphaScreen His-ARNT PAS-B/GST-TACC3 binding, luminescence; TACC3 fragment carries E629A point mutation | inhibition, % at 9.99 µM | actives 0.66% (n = 390,000) | AID 623870;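 active means mean inhibition of replicates at least 50% and at least half of replicates each reaching 50%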;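 further: 0% = complete ARNT plus TACC3 wells and 100% = ARNT alone without TACC3; many hits fall short of the cut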
# INS-1E GSIS act: primary screen for activators of insulin secretion dependent on glucose, INS-1E cells, GLuc reporter luminescence | AID 743287 | activation, % at 16.6 µM | INS-1E GLuc reporter insulin secretion, 2-3 h | actives 0.61% (n = 370,000);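 active means lowest replicate activation of at least 40%, so every replicate reaches that level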;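 further: 0% = median of neutral control wells and 100% = median of IBMX positive control wells; some compounds called inactive have numbers as strong as hits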
# PglD inh: inhibitors of Campylobacter jejuni PglD acetyltransferase; purified PglD enzyme, DTNB colorimetric CoA detection; inhibition, % at 12.5 µM; actives 0.098% (n = 360,000); in the data active means inhibition above about 16%, passing the limit was not always enough; further: strong numbers were not always called active
# PGC1a acetyl inh: lowers PGC1a acetylation signal in U2OS cells; AlphaScreen anti-acetyl-lysine; with virally co-expressed GCN5 acetyltransferase; inhibition, % at 15.6 µM; actives 0.17% (n = 350,000); AID 651687;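 active means every replicate shows inhibition of at least 40%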;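 further: 0% = neutral control wells and 100% = positive control wells; some results beyond the cut were filed as inactive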
# LGR2 antag: blocks bursicon-induced cAMP signaling via Drosophila LGR2; HEK293 LGR2, CRE-luciferase, bursicon-stimulated, 4 h; inhibition, % at 9.99 µM; actives 0.35% (n = 380,000); AID 720647;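 active means drop in luminescence signal, shown as inhibition above about 50% in the replicate tests, limit read from the data, passing the limit was not always enough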;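 further: agonist challenge used bursicon conditioned medium at about half maximal strength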
# Cneo AK release: causes C. neoformans cell lysis; adenylate kinase release luminescence, 4 h; normalised: neutral wells 0, clomiphene wells 100; lysis activity, % at 15 µM; actives 0.2% (n = 360,000); AID 651654;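 active means mean lysis activity across replicates of at least 80%, whatever share of replicates individually reach that level; inactive means mean lysis activity below 80%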
#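 Material – log-phase Cryptococcus neoformans yeast cells · Input – 5 × 10^6 yeast cells/mL · Medium – fresh YPD growth medium · Doses – single compound concentration per well · Timing – static 4 h at 37 °C with compound, 1 h detection · Detection – adenylate kinase release luminescence · Read-out – signal increase indicating cell lysis · Control set – Clomiphene as positive lysis control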
# C2C12 statin: protects C2C12 myotubes from simvastatin toxicity; rescue of ATP level, % at 7.49 µM; actives 0.78% (n = 330,000); ATP luminescence, 48 h; scaled: DMSO 0, geranylgeraniol control 100; AID 602340;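 active means mean ATP rescue above about 67%, or every replicate alone reaching that limit, limit read from the data, passing the limit was not always enough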;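 further: myotubes were challenged with 10 µM simvastatin during compound exposure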
# PAX8 reporter: PAX8 transcriptional activity inhibition; RMG-I TPO-luciferase reporter, SteadyGlo, 24 h; inhibition, % at 12.6 µM; actives 1.2% (n = 360,000);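 active means mean replicate inhibition at least 60% with every replicate also reaching 60%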;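 further: luciferase light reporting Pax8 driven TPO promoter activity; plate controls were median of neutral control wells for no effect and mitoxantrone controls for full effect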
# Active calls of the source: *; · = no result given; & = joins results of further samples; ! = not active in a repeat.
SMILES,ARNT-TACC3 inh,INS-1E GSIS act,PglD inh,PGC1a acetyl inh,LGR2 antag,Cneo AK release,C2C12 statin,PAX8 reporter
O=C(OCc1cc2ccccc2[nH]c1=O)C1CCCO1 (stereo not drawn),·,1,1,1,·,-2,·,10
CO[C@H]1CN(C)C(=O)c2cc(NC(C)=O)ccc2OC[C@@H](C)N(C(=O)CN2CCOCC2)C[C@@H]1C,-3,15,-2,-5,8,50,6,·
CC[C@@H]1C/C=C\Cc2ccccc2[C@@H](C(=O)C[C@@H](O)CC(C)=O)OC1=O,-1,-4,-3,8,9,2,0,6
C[C@H]1CN([C@@H](C)CO)C(=O)c2cccc(NC(=O)Nc3ccc(C(F)(F)F)cc3)c2O[C@@H]1CN(C)S(=O)(=O)c1ccc(Cl)cc1,-2&0,-22&19,6&-5,-10&1,16,-2&-2,113*!,40
S=C1SC2(CCCCCC2)NC2=C1CCCCC2,·,·,-4,-5,·,2,-23,0
Cc1c(Br)c(C(F)(F)F)nn1CC(=O)NCc1ccco1,3,6,·,-6,6,·,·,12
Cc1ccc(OCC(=O)Nc2cnn(CCCC(=O)O)c2)c([N+](=O)[O-])c1,-3,15,·,0,-6,·,5,5
C#CCOC(=O)/C(=C/C=C/c1ccccc1)NC(=O)c1ccccc1,2,-4,-1,·,-9,-2,10,-15
CCOn1c(SCC)nc2ccccc2c1=O,-11,·,4,-7,·,-1,2,-35
C[C@@H]1CN([C@@H](C)CO)C(=O)c2cc(NS(C)(=O)=O)ccc2O[C@@H](C)CCCCO[C@H]1CN(C)S(=O)(=O)c1ccc(Cl)cc1,7,-4,-2,-3,1,-1,-9,-9
O=C(O)C1=C[C@H](c2ccc(F)cc2)C[C@H](OCc2ccc(CO)cc2)O1,23,-3,4,-9,-12,4,1,-10
COc1ccc(NC2c3ncccc3C(=O)N2Cc2ccccc2)c(OC)c1 (stereo not drawn),-16,·,5,-4,·,4,5,·
O/N=C1\CCCc2nnc3c(c21)CCCC3,-1,·,3,2,·,1,17,12
CCOC(=O)C1CCN(C(=O)c2ccc3c(=O)n4c(nc3c2)CCCCC4)CC1,-15,12,·,·,-2,·,·,-43
Clc1nc2c(-c3ccccc3)nnn2c2ccccc12,·,4,·,-6,-3,·,16,-8

# One compound at a time, as listed above. Order of values: ARNT-TACC3 inh	INS-1E GSIS act	PglD inh	PGC1a acetyl inh	LGR2 antag	Cneo AK release	C2C12 statin	PAX8 reporter
# Entry for `C[C@@H]1CN([C@@H](C)CO)C(=O)c2cc(NS(C)(=O)=O)ccc2O[C@@H](C)CCCCO[C@H]1CN(C)S(=O)(=O)c1ccc(Cl)cc1` → 7	-4	-2	-3	1	-1	-9	-9
# Entry for `COc1ccc(NC2c3ncccc3C(=O)N2Cc2ccccc2)c(OC)c1` (stereo not drawn) → -16	·	5	-4	·	4	5	·
# Entry for `O/N=C1\CCCc2nnc3c(c21)CCCC3` → -1	·	3	2	·	1	17	12
# Entry for `Cc1c(Br)c(C(F)(F)F)nn1CC(=O)NCc1ccco1` → 3	6	·	-6	6	·	·	12

# Continuation:
SMILES,ARNT-TACC3 inh,INS-1E GSIS act,PglD inh,PGC1a acetyl inh,LGR2 antag,Cneo AK release,C2C12 statin,PAX8 reporter
CN(CCO)c1ncnc2c1sc1nc(N3CCOCC3)c3c(c12)CCC3,3,18,·,-9,-5,·,·,-12
CCC1CCCCN1CCCNC(=O)C1CCC(Cn2c(=O)[nH]c3ccccc3c2=O)CC1 (stereo not drawn),-4,19,13,·,-7,-2,-7,·
CCC(=O)Nc1ccc2c(c1)C(=O)N(C)C[C@@H](OC)[C@@H](C)CN(C(=O)Cc1ccccn1)[C@@H](C)CO2,-3,-5,-2,6,14,-6,5,7
CN1CCN(c2ccc(NC(=O)c3ccc(Cl)cc3Cl)cc2)CC1,-4,·,6,6,-24,4,41,12
CC1Cc2ccccc2N1S(=O)(=O)c1cccs1 (stereo not drawn),-4,·,5,5,·,-1,-4,·
O=C1c2cccc3c(N4CCCCC4)ccc(c23)C(=O)N1c1ccc(O)cc1,-7,0,·,·,-57,·,·,-34
O=C(COC(=O)c1c2c(nc3ccccc13)CCCC2)c1ccc(Br)s1,-1,22,·,·,15,·,·,-4
Cc1cc(NCCO)nc(N2CCOCC2)n1,-6,·,-1,12,·,0,-13,·
Cc1cc(C)cc(N(C(=O)c2snc(C(N)=O)c2N)C(C(=O)NCC2CCCO2)c2ccc(C)o2)c1 (stereo not drawn),·,-14,3,-10,10,1,0,0
O=C(Nc1ccc(C(F)(F)F)cc1)N[C@@H]1CC[C@H](CC(=O)N2CCCCC2)O[C@@H]1CO,0,4,-2,-7,17,-1,-1,-11
COCCNC(=O)C1CCCN(Cc2ccc(C(C)C)cc2)CC1 (stereo not drawn),·,-7,-2,3,23,3,8,7
CCCN1C[C@@H](C)[C@@H](OC)CN(C)C(=O)c2ccc(NC(=O)CC(F)(F)F)cc2OC[C@@H]1C,5,1,-2,-14,9,49,-2,·
C[C@H]1CN([C@@H](C)CO)C(=O)c2cccc(NC(=O)C3CCCCC3)c2O[C@H]1CN(C)C(=O)Nc1ccc(C(F)(F)F)cc1,20,-26,-1,8,5,-1,-122,13
CCCCOC(=O)c1ccc(NC(=O)c2ccoc2C)cc1,-9,·,2,8,·,2,0,·
COc1cc(NCCCCC(C)N)c2nccc(C)c2c1 (stereo not drawn),·,·,-5,·,·,-2,-5,37
O=C(NC(c1ccc(-c2ccccc2)cc1)c1cnccn1)C1CCN(Cc2ccc(Cl)c(Cl)c2)CC1 (stereo not drawn),·,·,-1,9,4,-4,4,27
N/C(=N\N=C\c1cccc([N+](=O)[O-])c1)c1nonc1N,·,-1,1,-3,-33,-1,·,-61
Cc1cc([N+](=O)[O-])ccc1NC(=O)C1CCCO1 (stereo not drawn),-3,10,·,1,7,·,·,-4
O=C(Cn1c(=O)cnc2ccccc21)N1CCN(S(=O)(=O)c2ccc(F)cc2)CC1,-10,15,-1,-11,-10,-3,5,-2
O=C(NNC(=O)C1[C@H]2CCCC[C@@H]12)c1ccc(=O)oc1 (stereo partly drawn),5,-14,-8,2,3,-2,·,-7
Cc1ccc(C(C(=O)NCc2ccccc2)N(C(=O)c2csnn2)C2CC2)cc1 (stereo not drawn),·,-10,-6,·,30,2,0,18
CCCn1nnnc1NCc1cc(Br)ccc1OC,0,6,-7,-2,-2,0,-6,5
CCOc1cc(N2CCOCC2)c(OCC)cc1NCC(=O)N1CCN(Cc2ccccc2)CC1,12,20,·,-6,7,·,·,3
Cc1ccccc1OCC(=O)NNC(=O)C1CCCCC1C(=O)O (stereo not drawn),0,5,2,16,8,-2,2,6
O=C(c1cc(-c2cccc(O)c2)on1)N1CCCCCC1,-5,-2,4,-6,-71,-14,3,-179
O=C(CNc1cccc(C(F)(F)F)c1)N/N=C/C1CCCCC1,-2,-25,4,-8,9,-2,-17,-5
O=C1/C(=C/c2ccc(O)cc2)COc2ccccc21,·,-16,1,·,-20,-2,-8,-25
O=C(Nc1nccs1)c1ccc(N2CCOCC2)c([N+](=O)[O-])c1,10,38,7,·,-48,-1,-15,-229
CC(=O)N1CCc2cc(NS(=O)(=O)c3cccs3)ccc21,-8,·,7,-11,·,2,·,·
C[C@H]1CN([C@@H](C)CO)C(=O)CCCn2nncc2CO[C@@H]1CN(C)Cc1cccc(O)c1,3,29&4,-3&-1,-5&-3,3&16,1&-1,6&1,1&13

# 6 compounds drawn at random from those above, as already listed:
SMILES,ARNT-TACC3 inh,INS-1E GSIS act,PglD inh,PGC1a acetyl inh,LGR2 antag,Cneo AK release,C2C12 statin,PAX8 reporter
Cc1cc(C)cc(N(C(=O)c2snc(C(N)=O)c2N)C(C(=O)NCC2CCCO2)c2ccc(C)o2)c1 (stereo not drawn),·,-14,3,-10,10,1,0,0
O=C1/C(=C/c2ccc(O)cc2)COc2ccccc21,·,-16,1,·,-20,-2,-8,-25
COCCNC(=O)C1CCCN(Cc2ccc(C(C)C)cc2)CC1 (stereo not drawn),·,-7,-2,3,23,3,8,7
Cc1ccc(OCC(=O)Nc2cnn(CCCC(=O)O)c2)c([N+](=O)[O-])c1,-3,15,·,0,-6,·,5,5
Cc1cc([N+](=O)[O-])ccc1NC(=O)C1CCCO1 (stereo not drawn),-3,10,·,1,7,·,·,-4
O/N=C1\CCCc2nnc3c(c21)CCCC3,-1,·,3,2,·,1,17,12

# Further results
SMILES,ARNT-TACC3 inh,INS-1E GSIS act,PglD inh,PGC1a acetyl inh,LGR2 antag,Cneo AK release,C2C12 statin,PAX8 reporter
COc1ccccc1C(=O)NNC(=O)C(=O)Nc1ccc(C)c(Cl)c1,·,6,2,15,3,4,2,18
CN(C)/C=C1/C=C(C=O)OC1=O,-11,13,·,·,6,·,·,-9
NC(=S)N/N=C\c1c(OCc2ccccc2Cl)ccc2ccccc12,-22,-3,2,-14,26,4,21,55
CCOC(=O)CSc1nc2nc(C)cc(C)n2n1,3,20,1,·,4,2,4,-20
C[C@H]1CN([C@@H](C)CO)C(=O)c2cc(NS(=O)(=O)c3cccs3)ccc2O[C@H]1CN(C)Cc1ccccc1,-9,-4,1,-11,-11,-3,15,4
COc1ccc(-c2nc(CN3CCCCC3c3nccn3C)c(C)o2)c(C)c1C (stereo not drawn),12,-42,-3,19,7,0,-1,21
C[C@H](CO)N1C[C@H](C)[C@H](CN(C)C(=O)Nc2cccc3ccccc23)Oc2ncc(C#Cc3ccccc3)cc2C1=O,-6,-4,-1,4,-4,5,-4,23
Cc1ccc(CNC(=O)C2(C)CCN2C(=O)Cc2ccc(-c3ccccc3)cc2)cc1 (stereo not drawn),·,·,-3,3,23,21,3,23
COc1ccc(NC(=O)c2ccc(Br)c(S(=O)(=O)N3CCOCC3)c2)cc1,10,-3,·,·,-4,·,-7,-16
CC(C)CCn1c(O)c(N=NC(=O)Cn2ccc(C(F)(F)F)n2)c2ccccc21,-3,-24,1,·,-17,2,-8,-4
COc1ccc(NC(=O)CCCn2cnc3ccccc3c2=O)c(OC)c1,-4,4,-4,1,-5,-1,0,1
Cc1ccc(NC(=S)N2CC(C)OC(C)C2)cc1C (stereo not drawn),-8,-3,7,2,-6,24,-9,2
CCC(C)[C@H](NC(=O)NCc1cccnc1)C(=O)OC (stereo partly drawn),-1,-14,·,3,-2,·,·,0
CNC[C@H]1Oc2ccc(NS(C)(=O)=O)cc2C(=O)N([C@H](C)CO)C[C@@H]1C,4,22,-1,2,37,1,-5,-8
O=C(CSc1nc(-c2ccccc2)cs1)Nc1nccs1,3,·,·,-7,·,·,-14,0
O=C(CN1CCCCC1)NNC(=O)c1cccc(Br)c1,-2,34,-2,-15,27,-2,-10,-26
CCCNC(=O)Nc1ccc2c(c1)C(=O)N(C)[C@H]1CC[C@H](CC(=O)NCC3CCCCC3)O[C@@H]1CO2,-1,-3,0,0,4,3,21,7
